Screens as filed in PubChem.
DRD3 antagonist = qHTS of D3 Dopamine Receptor Antagonist: qHTS; D(3) dopamine receptor (Homo sapiens), P35462; D3R cells, DiscoveRx beta-arrestin luminescence, antagonist mode; stronger effect = lower value; max response, negative = inhibition, %; actives 2.5% (n = 360,000); AID 652054, 2013; in the data active = max response below about -50%; inconclusive = no clear call, values can overlap the other calls; also: % is scaled to controls: 0 for no effect and ±100 for the full control effect; mostly tested at two doses, the higher about 12 µM
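Cells plated overnight at 1500 cells/well, then exposed to library compounds with dopamine controls for 90 minutes at 37 degrees C. DiscoveRx reagent added for 30–60 minutes at room temperature; luminescence read, quantitative HTS format.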
Abeta yeast res = qHTS for compounds that reverse cellular toxicity of Amyloid beta (A-beta) peptide in yeast: Primary Screen; yeast expressing A-beta42, growth rescue, OD600, 48 h; response scale: 0% DMSO, 100% iron-clioquinol control; actives 0.063% (n = 410,000); AID 1347071, 2019; Potency, µM (top dose mostly 46.1 µM), inactives show at the highest dose growth rescue, actives largely listed as activators; also: potency is read from the fitted curve at half-maximal effect; nearly all actives have a fitted effect of over 55% in size
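Yeast A-beta toxicity model in growth medium with pinned compounds, 48 h at 30 C; growth read as absorbance at 600 nm. Normalized to FeCl3/clioquinol equimolar mix (positive) and DMSO (negative).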
TDP-43 yeast inh = qHTS of TDP-43 Inhibitors; TDP-43 expressing yeast growth rescue, BacTiter-Glo, 24 h; AID 652104, 2013; Potency, µM (doses to about 46.1 µM), inactives show at the top dose growth rescue (activation), usual class: activators; actives 1.8% (n = 410,000); also: potency is read from the fitted curve at half-maximal effect; % of control where 0% means no effect; nearly all actives have a fitted effect of over 50% in size
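Readout is BacTiter-Glo luminescence of cell growth, so inhibitors register as activators. TDP-43-expressing yeast at OD600=0.02 in galactose medium, after raffinose pregrowth to mid-log, were incubated with compound for 24 hr at 30 deg C.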
aSyn yeast inh = qHTS of alpha-syn Inhibitors; Yeast expressing alpha-synuclein, growth rescue, BacTiter-Glo, 24 h; Potency, µM (highest dose often 46.1 µM), inactives show at the highest dose growth rescue (activation), actives largely listed as activators; actives 0.14% (n = 370,000); AID 652106, 2013; also: potency is read from the fitted curve at half-maximal effect; % of control where 0% means no effect; nearly all actives have a fitted effect of over 65% in size
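Galactose-induced alpha-syn yeast (OD600=0.02, raffinose-pregrown) + pinned cpd, 24 hr, 30 deg C; growth by BacTiter-Glo luminescence. Growth restoration scores as activation.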
EPAC2 antagonist = qHTS for Antagonist of cAMP-regulated guanine nucleotide exchange factor 2 (EPAC2): primary screen; Rap guanine nucleotide exchange factor 4 (Homo sapiens), Q8WZA2; EPAC2 GEF exchange of Rap1B-BODIPY-GDP, fluorescence; Potency, µM (series often up to 114 µM), for inactives: at the top dose activity, negative = inhibition, usual class: inhibitors; actives 0.18% (n = 360,000); AID 720708, 2013; also: potency is read from the fitted curve at half-maximal effect; % is scaled to controls: 0 for no effect and ±100 for the full control effect; nearly all actives have a fitted effect of over 45% in size; many of its hits are not listed in these tables
Target sequence (Q8WZA2 whole entry, looked up): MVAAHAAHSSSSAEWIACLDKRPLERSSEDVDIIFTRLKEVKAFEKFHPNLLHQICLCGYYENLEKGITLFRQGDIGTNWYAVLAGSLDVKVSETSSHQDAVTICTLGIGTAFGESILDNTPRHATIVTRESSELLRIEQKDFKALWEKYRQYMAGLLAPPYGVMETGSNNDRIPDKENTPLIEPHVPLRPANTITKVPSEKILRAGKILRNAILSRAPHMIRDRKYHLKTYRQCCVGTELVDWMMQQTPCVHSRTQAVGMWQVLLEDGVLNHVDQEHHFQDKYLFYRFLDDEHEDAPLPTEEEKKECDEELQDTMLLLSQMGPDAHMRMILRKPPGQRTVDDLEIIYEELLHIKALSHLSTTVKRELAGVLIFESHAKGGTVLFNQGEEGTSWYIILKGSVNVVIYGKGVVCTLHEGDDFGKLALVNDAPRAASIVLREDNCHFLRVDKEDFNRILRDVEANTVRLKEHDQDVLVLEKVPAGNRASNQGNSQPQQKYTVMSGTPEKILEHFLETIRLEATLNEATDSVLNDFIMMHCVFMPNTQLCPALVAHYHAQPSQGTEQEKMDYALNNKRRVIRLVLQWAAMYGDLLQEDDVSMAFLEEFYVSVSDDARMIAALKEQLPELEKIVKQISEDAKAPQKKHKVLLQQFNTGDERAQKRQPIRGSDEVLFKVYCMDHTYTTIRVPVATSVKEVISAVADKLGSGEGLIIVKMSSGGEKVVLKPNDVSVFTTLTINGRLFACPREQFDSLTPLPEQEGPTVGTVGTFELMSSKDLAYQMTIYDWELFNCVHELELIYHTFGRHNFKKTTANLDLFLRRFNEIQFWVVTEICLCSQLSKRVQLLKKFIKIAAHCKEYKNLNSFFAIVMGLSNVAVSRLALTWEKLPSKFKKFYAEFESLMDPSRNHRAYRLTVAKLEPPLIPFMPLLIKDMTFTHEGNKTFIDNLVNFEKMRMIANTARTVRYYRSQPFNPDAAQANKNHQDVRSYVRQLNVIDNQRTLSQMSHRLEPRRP
EPAC2 agonist = qHTS for Agonist of cAMP-regulated guanine nucleotide exchange factor 4 (EPAC2): primary screen; EPAC2 activation, biochemical qHTS; response scale: 100% = 6.5 mM cAMP response; Potency, µM (series often up to 154 µM), inactives show top-dose activation, most hits filed as activators; actives 0.079% (n = 360,000); AID 720711, 2013; also: potency is read from the fitted curve at half-maximal effect; nearly all actives have a fitted effect of over 50% in size
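Compounds were added across a concentration range to EPAC2 (100 nM), RAP1B-BODIPY-GDP (250 nM) and GDP (50 uM). After 5 min at room temperature, fluorescence was recorded at 5-min intervals for 30 min.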
D3 ag = qHTS of D3 Dopamine Receptor Agonist: qHTS; D(3) dopamine receptor (Homo sapiens), P35462; actives 0.58% (n = 410,000); D3R DiscoveRx beta-arrestin cells, luminescence, 90 min; max activation, %; in the data active = max activation above about 30%; also: 0% is about no effect; mostly tested at two doses, the higher about 12 µM
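Agonist mode: compounds and dopamine controls were applied to plated cells for 90 min at 37 degrees C after an overnight attachment at 1500 cells/well. Luminescent read-out followed 30 - 60 minutes at room temperature with DiscoveRx detection reagent.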
FUS suppressor = qHTS for Suppressors of FUS Proteinopathy: Primary screen using FUS-linked yeast assay; S. cerevisiae FUS-expressing, growth rescue, OD600, 24 h; Potency, µM (titrated, usually from 76.6 µM), without a hit: at the highest dose growth rescue (activation), hits mostly activators; actives 0.24% (n = 390,000); AID 1347120, 2019;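 also: potency is read from the fitted curve at half-maximal effect; plate controls were DMSO vehicle for no effect and reference control for full effect; nearly all actives have a fitted effect of over 55% in size; some results filed as inactive show a strong effect at the top dose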
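S. cerevisiae expressing FUS from galactose induction served as the toxicity model. Growth after 24hr at 30C, read as absorbance at 600 nm, indicates suppression of toxicity; compounds dosed at several concentrations.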
* hit, by the source's call; ? = inconclusive; / = not tested or not shown; & = joins results of further samples; [ ] = another dose, or the depositor's remark. Unless noted, calls follow the shape of the dose curve; as a rule, active = well fitted curve in the direction sought with a large enough effect; inconclusive = small, poorly fitted or top-dose-only effect, or another doubt; inactive = no such curve, though single readings can be large; an effect the other way counts as inactive or inconclusive. Some of the compounds tested; the hit share may differ from the screen's.

SMILES	DRD3 antagonist	Abeta yeast res	TDP-43 yeast inh	aSyn yeast inh	EPAC2 antagonist	EPAC2 agonist	D3 ag	FUS suppressor
Cc1cc(C)cc(NC(=O)CN(Cc2ccccc2)S(C)(=O)=O)c1	46	26%	10%	4%	-8%	0%	4	-1%
COc1ccc([C@H]2/C=C\CN(C(=O)c3ccccc3)[C@@H](C)C(=O)N2Cc2ccc(F)cc2)cc1	0	10%	17%	9%	4%	14%	1	?
CCOC(=O)CC1C(=O)NCCN1S(=O)(=O)c1ccc(Br)cc1 (stereo not given)	-6	-8%	-14%	-10%	4%	-5%	-2	1%
CN(C(=O)c1cccc(NC(=O)Cc2ccc(NC(=O)C3CCN(C(=O)C4CCC4)CC3)cc2)c1)C1CCC1	12	8%	18%	-2%	-14%	8%	10	23%
CC(=O)Nc1ccc(S(=O)(=O)N2CCN(c3cc(C)ccc3C)CC2)cc1	-28	0%	28µM*	9%	?	-4%	-3	?
CC(=O)Nc1ccc(S(=O)(=O)c2c(N)n(CCN3CCOCC3)c3nc4ccccc4nc23)cc1	?	9%	10%	1%	-5%	14%	3	1%
CC1(C)CC(=O)C=C(C(=O)N2CCCC(C(=O)c3cc(F)ccc3F)C2)O1 (stereo not given)	18	13%	12%	3%	-9%	4%	-8	-13%
Cc1ccc(NC(=O)CS(=O)Cc2nc(-c3ccc(C)cc3)oc2C)cc1 (stereo not given)	5	4%	16%	7%	-4%	-15%	0	-12%
COc1ccccc1OCCNC(=O)CCNC(=O)c1ccccc1OC	12	-12%	-2%	-2%	20%	9%	1	1%
O=C1CCC/C=C\C[C@H](CC(=O)N(CCO)Cc2ccccc2)C(=O)N2CCC[C@@H]2CO1	9	9%	14%	-8%	5%	9%	7	-4%
CCc1nnc(SCc2cccc(Cl)c2)c2cc3sccc3n12	/	-63%[inhibitor]	9%	/	/	/	6	30%
COCCCNC(=O)CNC(=O)c1cn(-c2ccccc2OC)c(=O)c2ccccc12	6	0%	-18%	-1%	14%	3%	-10	17%
CCCCNC(=O)C[C@@H]1C[C@@]2(C(=O)OCC)CCC=C2N(Cc2ccc(Cl)cc2Cl)C1=O	5	9%	14%	13%	-16%	4%	0	41%
N#CC(NC(=O)OCc1ccccc1)c1ccccc1 (stereo not given)	-54*	7%	27%	0%	2%	10%	-17	-24%
CC(=O)Nc1cccc(/C(C)=N/NC(=O)c2cccc(S(=O)(=O)N3CCCC3)c2)c1	0	-3%	-2%	-2%	0%	3%	-2	-32%
Cc1ccccc1C(=O)N1CCC(n2nccc2NC(=O)C2CC2)CC1	-22	-2%	4%	-2%	8%	-10%	-13	/
Cc1ccc(-n2ncc(C(=O)Nc3ccc4c(c3)OCO4)c2C2CCN(C(=O)OC(C)(C)C)CC2)cc1	/	-11%	2%	/	/	/	0	28µM*
CC1CCN(C(=O)CSCC(=O)O)CC1	4	-13%	0%	-13%	4%	-11%	1	-14%
CC1(C)Oc2ccc3ccc(=O)oc3c2/C(=C/O)C1=O	2	2%	-19%	-6%	-24%	10%	2	2%
CCn1c(SCC(=O)Nc2ccccc2Cl)nnc1C1CC1	-4	-15%	-16%	-1%	-4%	14%	-2	17%
CCOc1ccc(NC(=O)CN(C)C(=O)c2ccccc2OCCOc2ccccc2)cc1OCC	-2	5%	27%	6%	-7%	4%	-2	/
CN(Cc1ccccc1F)C(=O)CN1CCN(S(=O)(=O)c2ccc3c(c2)OCCCO3)CC1	-16	-16%	-9%	1%	-3%	12%	-4	6%
CC(C)(C)C(=O)CSc1nnc(-c2cccs2)n1CC1CCCO1 (stereo not given)	10	16%	0%	2%	2%	7%	-2	-17%
COc1ccccc1C(=O)NC(=S)Nc1ccc2[nH]c(=O)[nH]c2c1	-11	3%	-11%	5%	3%	-2%	1	-1%
CCCn1c(N)c(C(=O)CSc2nnc(Cc3cccs3)n2C2CC2)c(=O)[nH]c1=O	31	3%	21%	1%	2%	-3%	4	8%

The listing continues.
SMILES	DRD3 antagonist	Abeta yeast res	TDP-43 yeast inh	aSyn yeast inh	EPAC2 antagonist	EPAC2 agonist	D3 ag	FUS suppressor
CCc1cc(CNC(=O)CCc2nnc(Cc3cccc(C)c3)o2)on1	2	3%	3%	1%	-1%	3%	4	-11%
Cc1cccc(-c2nc3c(c(SCC(N)=O)n2)CCCC3)c1	-5	0%	-1%	12%	3%	-3%	-3	17%
Cn1c(=NC(=O)c2cnccn2)sc2ccccc21	10	-12%	-10%	2%	1%	-15%	0	24%
COc1ccc(N2CCN(C(=O)CCCCCn3c(=S)[nH]c4cc5c(cc4c3=O)OCO5)CC2)cc1	8	7%	7%	15%	4%	0%	4	22%
Cc1ccc(S(=O)(=O)N2CCOCC2)cc1C(=O)Nc1ccc(-c2cn3ccsc3n2)cc1	8	3%	6%	0%	-1%	-2%	1	32%
O=C1N(Cc2ccccc2Cl)c2ccccc2C1(O)c1c[nH]c2ccccc12 (stereo not given)	/	11%	16µM*	/	/	/	1	?
CC(C)CCNC(=O)CCCN1C(=O)c2ccccc2Sc2ncccc21	/	-3%	15%	/	/	/	8	-4%
Cc1c(Cl)cnc(NC(=O)CSc2nnc(C)n2Cc2ccccc2)c1Cl	17	16%	5%	7%	1%	4%	-1	24%
CC[C@@]12C(=O)N(c3cccc(Cl)c3)C(=O)N1[C@H](c1ccc(Br)cc1)[C@@H]1C(=O)N(C(C)(C)C)C(=O)[C@@H]12	-5	19%	9%	13%	-24%	4%	-6	?
Cc1noc(Cn2c(=O)c3ccccc3n(CC(=O)Nc3ccc(C(C)C)cc3)c2=O)n1	/	-23%	9%	/	/	/	-7	32%
Cc1onc(C(=O)/C=C/N(C)C)c1C(=O)Nc1nccs1	-11	-6%	-10%	-8%	6%	-2%	0	-15%
O=C1CN(C(=O)c2c(F)cccc2F)C(c2ccc(F)cc2)c2cc(Br)ccc2N1 (stereo not given)	4	20%	8%	0%	?	5%	3	34%
Brc1cccc(OCCCNC2CCCC2)c1	-91*	12%	10%	-9%	5%	11%	-15	4%
CCOC(=O)C1CC2=C(CCCC2=O)NC1=O (stereo not given)	14	-10%	18%	1%	0%	-7%	25	-23%
N=C(N)Cc1ccccc1Sc1ccccc1	3	2%	-4%	-1%	1%	5%	1	/
CCn1cc(CCC(=O)NCc2ccc(F)cc2)c2ccccc21	-5	-2%&-5%	?	2%	-11%	2%	-10&-27	-6%&-5%
CC[C@]12c3[nH]c4ccc(Cl)cc4c3CCN1C(=O)[C@@H](CC(=O)NCc1ccc(OC)c(OC)c1)C[C@@H]2C(=O)N1CCN(C(=O)c2ccco2)CC1	17	-1%	10%	0%	8%	17%	0	34%
CN(C)c1ccc(CNn2cnnc2)cc1	-13	-25%	-7%	-16%	-10%	9%	-15	38%
O=[N+]([O-])c1cccc(CN2CCN(Cc3ccco3)CC2)c1	-75*	-14%	-3%	-8%	6%	12%	-23	-16%
O=Cc1ccc(Sc2nnc(-c3ccccc3)o2)c([N+](=O)[O-])c1	-23	-58%[inhibitor]	0%	-12%	-1%	6%	3	2%
Cc1ccc(C(=O)NCCCNC(=O)Cc2ccccc2)cn1	-16	-5%	1%	-1%	7%	-3%	-7	-10%
CC1c2[nH]c3ccccc3c2CCN1C(=O)Nc1ccccc1 (stereo not given)	0	-16%	17%	?	-16%	21%	-8	29%
Cc1sc2ncnc(SCC(=O)NC(=O)c3cccn3C)c2c1C	7	1%	0%	1%	-9%	-5%	4	3%
O=c1cc(O)n(C2CCCCCC2)c(=O)[nH]1	7	4%	-12%	13%	11%	-2%	3	-26%
Cc1nnc(-c2cnn(C)c2N)n1CCCN(C)C	-10	-24%	-5%	-4%	0%	-9%	-4	-12%

(continued)
SMILES	DRD3 antagonist	Abeta yeast res	TDP-43 yeast inh	aSyn yeast inh	EPAC2 antagonist	EPAC2 agonist	D3 ag	FUS suppressor
Cc1ccc(C)c(NC(=S)/C(=C(\[O-])c2ccc(OC(F)F)cc2)[n+]2ccccc2)c1	1	-1%	0%[9.22 µM]	-2%	5%	-5%	-2	?
O=C(COc1ccc([N+](=O)[O-])cc1)Nc1nc2c(s1)CCCC2	/	-14%	-1%	/	/	/	-11	8%
CSCCCN1CCCC(CO)(Cc2ccccc2F)C1 (stereo not given)	-56*	-3%	3%	-8%	-11%	-2%	-7	?
COC(=O)C[C@H]1CC[C@H](NC(=O)Nc2ccccc2F)[C@@H](CO)O1	-4	-4%	25%	-2%	9%	6%	-5	-11%
Cc1ccc(S(=O)(=O)Nc2ccc(N3CCCCC3)cc2)cc1	13	0%	-17%	1%	-18%	14%	-3	12%
CN(C)c1ccc(/C=N/NC(=O)C(O)(c2ccccc2)c2ccccc2)o1	10	-6%	-14%	1%	-3%	6%	8	?
CC(=O)c1ccc(NC(=O)CSc2nnc(Cn3cnc4ccccc43)o2)cc1	-7	9%	1%	-1%	1%	6%	-6	9%
Cc1cc(C)c([N+](=O)[O-])cc1-c1ccc(/C=N/NC(=O)c2nonc2N)o1	0	-3%	0%	-7%	2%	-4%	13	2%
CCOC(=O)c1c(C)sc2c1N(C(=O)CN1CCOCC1)c1cc(Cl)ccc1S2	?	16%[9.22 µM]	19%	10%	-18%	8%	0	-25%
Cc1cc(F)ccc1-c1cc(C(=O)NCc2ccco2)[nH]n1	-21	-8%	4%	?	14%	6%	-10	-5%
C[C@H](CO)N1C[C@H](C)[C@@H](CN(C)Cc2ccncc2)Oc2c(NC(=O)Cc3ccccc3)cccc2C1=O	-12	-5%	-12%	1%	4%	3%	-8	3%

Retrieved by structure from the entries so far (three):
SMILES	DRD3 antagonist	Abeta yeast res	TDP-43 yeast inh	aSyn yeast inh	EPAC2 antagonist	EPAC2 agonist	D3 ag	FUS suppressor
O=C(COc1ccc([N+](=O)[O-])cc1)Nc1nc2c(s1)CCCC2	/	-14%	-1%	/	/	/	-11	8%
Cc1ccc(C)c(NC(=S)/C(=C(\[O-])c2ccc(OC(F)F)cc2)[n+]2ccccc2)c1	1	-1%	0%[9.22 µM]	-2%	5%	-5%	-2	?
Cc1cc(C)c([N+](=O)[O-])cc1-c1ccc(/C=N/NC(=O)c2nonc2N)o1	0	-3%	0%	-7%	2%	-4%	13	2%
